Screening data as filed in PubChem.
PAD4 FP inh – human PAD4 inhibitors, primary screen, biochemical, fluorescence polarization, 1536-well format; Protein-arginine deiminase type-4 (Homo sapiens), Q9UM07; recombinant PAD4, RCA probe fluorescence polarization; inhibition, % at 6.36 µM; actives 0.41% (n = 330,000); AID 485272, 2010;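 active = percent inhibition above a cutoff equal to the mean of all tested compounds plus 3 SD, cut at about 15% in these data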;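 also: 0% = PAD4 with RCA probe and DMSO and 100% = probe without PAD4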
Target sequence (Q9UM07 whole entry, looked up): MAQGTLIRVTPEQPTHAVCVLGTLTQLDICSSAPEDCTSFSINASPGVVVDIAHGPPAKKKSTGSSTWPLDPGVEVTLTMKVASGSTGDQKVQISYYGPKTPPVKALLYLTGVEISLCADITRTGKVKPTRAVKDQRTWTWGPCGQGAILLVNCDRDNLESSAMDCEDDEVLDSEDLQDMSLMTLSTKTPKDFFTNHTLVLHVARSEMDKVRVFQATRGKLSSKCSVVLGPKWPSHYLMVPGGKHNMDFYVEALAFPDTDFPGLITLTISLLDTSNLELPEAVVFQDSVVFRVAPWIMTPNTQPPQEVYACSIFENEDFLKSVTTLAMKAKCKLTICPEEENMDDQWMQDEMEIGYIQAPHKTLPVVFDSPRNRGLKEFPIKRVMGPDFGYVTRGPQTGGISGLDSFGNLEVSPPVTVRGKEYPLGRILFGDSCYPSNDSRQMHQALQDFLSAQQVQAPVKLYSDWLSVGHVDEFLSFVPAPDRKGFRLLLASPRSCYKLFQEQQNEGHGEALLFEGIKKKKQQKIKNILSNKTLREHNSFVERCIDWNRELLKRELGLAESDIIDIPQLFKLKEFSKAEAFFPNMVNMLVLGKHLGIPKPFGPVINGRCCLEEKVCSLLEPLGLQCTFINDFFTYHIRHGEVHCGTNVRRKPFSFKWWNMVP
PME-1 inh – PME-1 inhibitors via competitive probe labeling, primary screen, biochemical, fluorescence polarization, FP-Rh probe, HTS. inhibition, % at 5.9 µM. actives 0.53% (n = 320,000). recombinant PME-1;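 active = inhibition above the campaign mean of all compounds plus 3 SD, cut at about 26% in these data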;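 also: competitive labeling of PME-1 active site by serine hydrolase directed probe; 0% = PME-1 with DMSO and 100% = wells lacking PME-1 enzyme; inhibitors block probe labeling so polarization falls and inhibition rises; many of its hits are not listed in these tables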
PAFAH2 FP inh – PAFAH2 enzyme inhibitors, primary screen, biochemical, fluorescence polarization, human. Platelet-activating factor acetylhydrolase 2, cytoplasmic (Homo sapiens), Q99487. recombinant PAFAH2, FP-rhodamine activity probe. inhibition, % at 3.39 µM. actives 0.99% (n = 340,000). AID 492956, 2010;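 active = inhibition above the mean over all tested compounds plus 3 SD, cut at about 30% in these data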;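 also: inhibitors block probe labeling of enzyme so polarization drops; 0% = enzyme with DMSO and 100% = wells lacking PAFAH2 protein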
GSTO1 inh – inhibitors of recombinant GSTO1, primary screen, counter-screen for RBBP9 inhibitor project, biochemical, fluorescence polarization | activity-based probe fluorescence polarization | inhibition, % at 5.96 µM | actives 1.1% (n = 300,000);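 active = inhibition above the campaign mean inhibition plus 3 SD, cut at about 35% in these data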;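 also: 0% = GSTO1-1 with DMSO and 100% = wells lacking GSTO1-1 enzyme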
LYPLA1 inh – LYPLA1 inhibitors, primary screen, counter-screen for PME1 inhibitor project, biochemical, fluorescence polarization, FP-Rh probe ABPP; actives 0.16% (n = 320,000); recombinant LYPLA1; inhibition, % at 5.9 µM; Acyl-protein thioesterase 1 (Homo sapiens), O75608; AID 2174, 2009;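 active = inhibition above the mean of all tested compounds plus 3 SD, set per campaign, cut at about 14% in these data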;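 also: inhibitors block serine hydrolase probe labeling of LYPLA1 so polarization falls; 0% = enzyme with DMSO and 100% = wells lacking LYPLA1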
PAFAH1B2 FP inh – PAFAH1B2 enzyme inhibitors, primary screen, biochemical, fluorescence polarization, human | recombinant PAFAH1B2, FP-rhodamine activity probe | actives 1.2% (n = 340,000) | Platelet-activating factor acetylhydrolase IB subunit alpha2 (Homo sapiens), P68402 | inhibition, % at 3.39 µM;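 active = inhibition above the mean of all tested compounds plus 3 SD, cut at about 24% in these data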;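 also: 0% = enzyme with DMSO and 100% = wells lacking PAFAH1B2; many of its hits are not listed in these tables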
Fam108B counter – mouse Fam108B serine hydrolase inhibitors, primary screen, counter-screen for RBBP9 inhibitor project, biochemical, fluorescence polarization | recombinant Fam108B, FP-Rh probe fluorescence polarization | inhibition, % at 9.51 µM | actives 0.33% (n = 300,000) | AID 1947, 2009;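 active = inhibition above the screen mean inhibition plus 3 SD, computed separately per campaign, cut at about 18% in these data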;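 also: inhibitors lower polarization as less probe binds the enzyme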
PAFAH1B3 FP inh – PAFAH1B3 enzyme inhibitors, primary screen, biochemical, fluorescence polarization, human; inhibition, % at 3.39 µM; AID 492972, 2010; actives 0.28% (n = 340,000); recombinant PAFAH1B3, FP-rhodamine probe;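 active = inhibition above the screen-wide average of all tested compounds plus 3 SD, cut at about 25% in these data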;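 also: 0% = enzyme with DMSO only and 100% = wells lacking PAFAH1B3 protein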
Target sequence (Q15102 whole entry, looked up): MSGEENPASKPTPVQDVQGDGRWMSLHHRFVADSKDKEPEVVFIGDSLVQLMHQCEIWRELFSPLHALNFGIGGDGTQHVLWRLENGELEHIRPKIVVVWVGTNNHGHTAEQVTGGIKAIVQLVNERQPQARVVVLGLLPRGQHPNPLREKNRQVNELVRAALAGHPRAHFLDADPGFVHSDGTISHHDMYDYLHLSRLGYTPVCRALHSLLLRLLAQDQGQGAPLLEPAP
pPAFAH FP inh – pPAFAH enzyme inhibitors, primary screen, biochemical, fluorescence polarization, human. recombinant pPAFAH, FP-rhodamine probe fluorescence polarization. inhibition, % at 3.39 µM. AID 463082, 2010. actives 1.5% (n = 330,000). Platelet-activating factor acetylhydrolase (Homo sapiens), Q13093;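 active = inhibition above the mean inhibition across the screen plus 3 SD, cut at about 25% in these data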;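 also: inhibitors block binding of the rhodamine activity-based probe so polarization drops; 0% = enzyme with DMSO and 100% = wells lacking pPAFAH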
* marks the source's active call; other numbers are inactive results; . = no result given. Not all compounds are listed; rates above refer to the full screens.

Structure,PAD4 FP inh,PME-1 inh,PAFAH2 FP inh,GSTO1 inh,LYPLA1 inh,PAFAH1B2 FP inh,Fam108B counter,PAFAH1B3 FP inh,pPAFAH FP inh
CCN1C(=O)C(CC(=O)Nc2ccc(OC)cc2)N(CCCN2CCN(c3ccc(F)cc3)CC2)C1=S (centres undefined),2,-3,-3,8,-3,3,0,5,4
CCCN1C2CCCC1CC(NC(=O)Nc1cccc(C(C)=O)c1)C2 (centres undefined),6,0,10,-8,-2,4,2,6,4
Cc1cc(C)c(S(=O)(=O)Nc2cc(C)on2)c(C)c1,0,-1,3,5,1,0,0,2,6
CC(=O)Nc1ccccc1OCC(=O)c1cc(C)n(Cc2cccs2)c1C,1,-3,0,-5,1,8,3,3,3
Nc1nc(Br)c2ccccc2c1-c1ccc(F)cc1,-2,-1,0,6,0,6,4,4,29*
CC(=O)c1cccc(NC(=S)NC(=O)CC(C)(C)C)c1,4,-3,2,4,5,6,-1,1,6
O=C(N/C(=C\c1ccccc1)C(=O)N1CCN(CCO)CC1)c1ccccc1,-2,5,-3,4,1,-2,-1,3,7
O=C(Nc1nnc(SCc2ccccc2)s1)C1=COCCO1,-3,1,11,3,-2,8,3,-3,-1
O=C(Nc1ccccc1N1CCOCC1)c1cc(-c2ccco2)nc2ccccc12,-1,-4,2,2,-5,1,1,1,18
CC(C)(C#CC(O)(c1ccccc1)c1ccccc1)N1CCCCC1,-6,-1,1,-5,2,6,2,7,7
FC(F)(F)c1cc(C(F)(F)F)c2ccc(Oc3ccccc3)nc2n1,3,5,-1,11,1,3,4,6,-1
CC(CNCC1CCCO1)COc1ccccc1 (centres undefined),-3,7,3,2,3,5,0,9,4
CC1=C/C(=N\S(=O)(=O)c2ccccc2)C(C(C)C)=CC1=O,-5,-3,-2,-4,-2,8,-5,-2,9
Cc1nc2cc3sc(C)nc3cc2s1,1,-5,5,11,4,1,-2,1,8
Cc1c(NC(=O)c2ccccc2F)c(=O)n(-c2ccccc2)n1C,0,-3,4,4,1,-5,4,7,1
CN1C(=O)SC(Nc2ccc(F)cc2)C1=O (centres undefined),-2,-5,-10,1,2,1,0,12,-1
Cc1cc(C)n(C(=O)Cn2nc(C)c(Cl)c2C)n1,-2,-2,1,7,3,8,1,7,-2
COc1cccc(CNc2ccc([N+](=O)[O-])cc2C)c1,-7,5,1,-4,1,4,-2,4,7
O=C1OC(/C(=C\Nc2ccccc2)[N+](=O)[O-])c2ccccc21 (centres undefined),2,-3,6,19,0,0,2,3,3
CCn1c(COc2ccc3ccccc3c2C)nnc1SCC(=O)Nc1cccc(C(=O)O)c1,-7,-1,4,8,-6,4,-2,-2,-1

Shown with two lines to a compound: entries from further up.
Order of results – PAD4 FP inh | PME-1 inh | PAFAH2 FP inh | GSTO1 inh | LYPLA1 inh | PAFAH1B2 FP inh | Fam108B counter | PAFAH1B3 FP inh | pPAFAH FP inh
O=C(Nc1ccccc1N1CCOCC1)c1cc(-c2ccco2)nc2ccccc12
    -1 | -4 | 2 | 2 | -5 | 1 | 1 | 1 | 18
CC(C)(C#CC(O)(c1ccccc1)c1ccccc1)N1CCCCC1
    -6 | -1 | 1 | -5 | 2 | 6 | 2 | 7 | 7
FC(F)(F)c1cc(C(F)(F)F)c2ccc(Oc3ccccc3)nc2n1
    3 | 5 | -1 | 11 | 1 | 3 | 4 | 6 | -1
CC(CNCC1CCCO1)COc1ccccc1 (centres undefined)
    -3 | 7 | 3 | 2 | 3 | 5 | 0 | 9 | 4
CC1=C/C(=N\S(=O)(=O)c2ccccc2)C(C(C)C)=CC1=O
    -5 | -3 | -2 | -4 | -2 | 8 | -5 | -2 | 9
Cc1nc2cc3sc(C)nc3cc2s1
    1 | -5 | 5 | 11 | 4 | 1 | -2 | 1 | 8
Cc1c(NC(=O)c2ccccc2F)c(=O)n(-c2ccccc2)n1C
    0 | -3 | 4 | 4 | 1 | -5 | 4 | 7 | 1
CN1C(=O)SC(Nc2ccc(F)cc2)C1=O (centres undefined)
    -2 | -5 | -10 | 1 | 2 | 1 | 0 | 12 | -1
Cc1cc(C)n(C(=O)Cn2nc(C)c(Cl)c2C)n1
    -2 | -2 | 1 | 7 | 3 | 8 | 1 | 7 | -2
COc1cccc(CNc2ccc([N+](=O)[O-])cc2C)c1
    -7 | 5 | 1 | -4 | 1 | 4 | -2 | 4 | 7
O=C1OC(/C(=C\Nc2ccccc2)[N+](=O)[O-])c2ccccc21 (centres undefined)
    2 | -3 | 6 | 19 | 0 | 0 | 2 | 3 | 3
CCn1c(COc2ccc3ccccc3c2C)nnc1SCC(=O)Nc1cccc(C(=O)O)c1
    -7 | -1 | 4 | 8 | -6 | 4 | -2 | -2 | -1

(listing goes on)
Structure,PAD4 FP inh,PME-1 inh,PAFAH2 FP inh,GSTO1 inh,LYPLA1 inh,PAFAH1B2 FP inh,Fam108B counter,PAFAH1B3 FP inh,pPAFAH FP inh
Cc1cccc(-c2nc(CSCC(=O)NCc3cccs3)c(C)o2)c1,-3,5,13,2,-3,4,2,4,5
O=C(NCc1ccccc1)N[C@@H](Cc1ccccc1)C(=O)O,0,-4,5,3,-2,8,0,-5,7
O=C(CCl)NC(=O)NC12CC3CC(CC(C3)C1)C2,1,8,15,89*,-2,15,-1,20,5
CCC(=O)c1c[nH]c(C(=O)NCc2cccc(C(F)(F)F)c2)c1,-4,4,2,2,-3,8,0,12,0
Cc1c(NS(=O)(=O)c2ccc(F)cc2)c(=O)n(-c2ccccc2)n1C,0,-5,-4,2,-1,1,3,6,-5
Cc1ccc(C2(C)NC(=O)N(CC(=O)Nc3ccc(N4CCOCC4)cc3N3CCOCC3)C2=O)cc1 (centres undefined),1,-1,-1,9,5,-2,2,1,-4
COc1ccc([N+](=O)[O-])cc1NC(=O)Cn1ccc(C(F)(F)F)n1,5,-4,-2,0,0,-3,2,0,-1
Cc1cc(Br)ccc1NC(=O)CN(C)C(=O)CN1C(=O)NC(C)(C2CC2)C1=O (centres undefined),-3,-4,-3,.,-2,-2,.,7,-4
COc1ccc(NC(=S)NCCSc2ccc(C)cc2)c(OC)c1,0,0,2,3,-2,16,-3,7,6
CCOc1ccc(S(=O)(=O)c2c[nH]c3ccc(C)cc3c2=O)cc1,3,-1,3,-3,2,-3,0,4,-5
CCN(CC(=O)Nc1ccc(NC(C)=O)cc1)C(=O)c1cccc(-n2cccc2)c1,3,-3,7,-1,1,-1,0,2,4
Cc1cc(C)c2c(=O)[nH]c(SCC(=O)N(C)C)nc2n1,-2,0,6,3,-1,3,-6,3,5
CCCCOC(=O)NCN1C(=O)C2C3C=CC(C3)C2C1=O (centres undefined),1,-2,8,1,1,3,0,6,0
O=C(C1=NOC(CNc2ncc(C(F)(F)F)cc2Cl)C1)N1CCOCC1 (centres undefined),-3,-5,4,0,-5,-5,4,-3,-4
O=C(Cn1nc2ccccc2n1)N/N=C/c1ccc(F)cc1,-1,1,7,7,1,8,-3,8,9
Cc1cc(OCC(=O)OCC(=O)Nc2cc(S(=O)(=O)N3CCOCC3)ccc2Cl)ccc1Cl,0,.,6,.,.,9,.,9,16
O=C(NC(=S)N1CCN(C/C=C/c2ccccc2)CC1)c1cccnc1,2,-5,-2,3,0,0,7,-2,-2
CS(=O)(=O)Nc1nnc(CCc2ccccc2)s1,-1,-4,0,-3,-3,17,-5,10,2
O=C(CC1NCCNC1=O)OCc1ccccc1 (centres undefined),-8,-2,-4,-7,0,1,2,5,5
O=C(Nc1ccccc1Cl)N1CCN(c2ccc3nnc(-c4ccccc4)n3n2)CC1,3,8,16,1,2,3,-1,7,5
NC1=NC(=O)S/C1=C\c1ccc(F)cc1,2,2,-6,1,0,3,-1,6,4
O=C(N/C(=C\c1cccc(Br)c1)C(=O)N1CCOCC1)c1ccco1,0,-1,3,-5,1,-4,-1,-7,4
O=C(NCc1ccccc1)c1cc(S(=O)(=O)N2CCOCC2)ccc1F,-10,-7,10,-4,-5,-11,-5,-10,0
Cc1ccc(CC(NC(=O)c2ccccc2)C(=O)NC(Cc2ccccc2)C(=O)O)cc1 (centres undefined),5,4,-5,5,0,10,5,3,0
O=C(c1cccc(S(=O)(=O)N2CCN(c3ccccc3)CC2)c1)N1CC=C(c2ccccc2)CC1,4,-7,-6,1,-3,-2,0,-2,-3
O=C(CCCCCNC(=O)c1ccccc1)N/N=C/c1ccccc1,-3,3,1,2,-3,8,-1,3,1
C=CCn1c(Cc2ccc(OC)cc2)nnc1SCC(=O)NCCc1ccccc1,2,0,1,6,2,6,1,10,7
CCc1c(O)nc(SCC(=O)Nc2ccccc2C)n(-c2ccc(C)cc2)c1=O,-2,-3,1,17,0,3,-2,-1,2
CCN(CC)C(=O)CSc1nc(O)cc(=O)n1-c1ccccc1OC,2,3,0,4,3,4,0,-5,25*
COc1ccc(CN(C(=O)Cn2nnc3ccccc32)C(C(=O)NC(C)(C)C)c2ccco2)cc1 (centres undefined),-3,3,-3,1,2,2,2,3,7
CCCCNC(=S)N(Cc1ccco1)Cc1cc2cc3c(cc2[nH]c1=O)OCCO3,0,8,4,10,-3,1,10,6,4
Cc1cc(N2CCN(C)CC2)nc2ccc(NC(=O)CCC(=O)NCCC3=CCCCC3)cc12,-5,1,-1,3,-1,4,2,11,6
COCc1cccc(NC(=O)Cc2cccc3ccccc23)c1,-3,2,-1,-2,-1,10,-2,1,-3
Cc1ccc(OS(=O)Nc2cccc3nccnc23)cc1 (centres undefined),9,-2,8,1,-5,8,5,7,1
NC(=O)c1ccccc1NS(=O)(=O)c1ccc2c(c1)OCCO2,-2,0,3,-3,-2,4,5,5,-1
Cc1cc(Nc2ccc(Cl)cc2)n2nnnc2n1,4,-7,-10,6,-2,-3,-2,6,3
COc1ccc(Cc2nnc(SCC(=O)c3ccc(OC)cc3)o2)cc1,-1,3,4,37*,-3,-1,-4,-7,-1
Cc1cc(NS(=O)(=O)c2cccc([N+](=O)[O-])c2)no1,-3,2,-1,3,3,-2,1,5,3
CCC1CCCCN1Cc1c(O)ccc2c(=O)c(-c3ccccc3)coc12 (centres undefined),0,-7,5,-3,1,2,3,16,-2
CCOc1cc(C(=O)Nc2cc3c(cc2N2CCCC2)n(C)c(=O)n3C)cc(OCC)c1OCC,-5,2,1,-1,1,-1,-2,8,1
